# Screening data as filed in PubChem.
# ELG1 repair inh = ELG1-dependent DNA repair inhibition; HEK293T ELG1-luciferase reporter, luminescence, 16 h; DNA damage induced by 5-fluorouridine; Potency, µM (series often up to 46.1 µM), without a hit: at the top dose activity change, negative = inhibition, hits mostly inhibitors; 330,000 tested, 2.3% active; AID 504467; also: potency is read from the fitted curve at half-maximal effect; % is scaled to controls: 0 for no effect and ±100 for the full control effect; nearly all actives have a fitted effect of over 55% in size
#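 Reporter activity after DNA damage by 5-fluorouridine is monitored. Compound-treated cells incubate 16 hr at 37 °C, then ONE-Glo is added for 30 min before luminescence reading.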
# NPC1 promoter act = activators of NPC1 promoter; Potency, µM (doses to about 9.22 µM), inactives show top-dose activation, most hits filed as activators; AID 485313; 320,000 tested, 2.4% active; Huh7 NPC1 promoter luciferase reporter, 24 h;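 also: potency is read from the fitted curve at half-maximal effect; % of control where 0% means no effect; nearly all actives have a fitted effect of over 60% in size; reporter is driven by a mutant NPC1 promoter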
#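 Cells: Huh7 expressing luciferase under the NPC1 promoter, 1500/well. Seeded 2 h, compound added, incubated 24 h at 37 °C. Luciferase reagent, 10 min ambient, then luminescence.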
# Rab9 promoter act = Rab9 promoter activation | Huh7 Rab9 promoter-luciferase reporter, luminescence, 24 h | Potency, µM (series often up to 9.22 µM), for inactives: at the highest dose activation, negative = inhibition, most hits filed as activators | 320,000 tested, 2.8% active | AID 485297; also: potency is read from the fitted curve at half-maximal effect; % of control where 0% means no effect; nearly all actives have a fitted effect of over 60% in size
#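 Luminescence read-out: Huh7 cells stably expressing Rab9-luciferase, treated 24 h with compound at 37 °C, then lysed with luciferase reagent for 10 min at ambient before reading.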
# Menin MLL FP TR = inhibitors of human menin-MLL interaction, mutant MLL peptide. O00255. Menin + Texas Red MLL mutant peptide, fluorescence polarization. Potency, µM (highest dose often 61.6 µM), for inactives: at the top dose FP activity change, negative = inhibition, most hits filed as inhibitors. 270,000 tested, 0.23% active; active = well fitted inhibition curve with a large enough effect in the polarisation, with a control signal flat, not every such curve was filed as active; inconclusive = small, poorly fitted or top-dose-only effect, or effect the other way, or a change in a side signal; inactive = no such curve, though single readings can be large or run the other way; the % refers to the polarisation; also: potency is read from the fitted curve at half-maximal effect; % of control where 0% means no effect; many of its hits are not listed in these tables
# Target sequence (O00255 whole entry, looked up): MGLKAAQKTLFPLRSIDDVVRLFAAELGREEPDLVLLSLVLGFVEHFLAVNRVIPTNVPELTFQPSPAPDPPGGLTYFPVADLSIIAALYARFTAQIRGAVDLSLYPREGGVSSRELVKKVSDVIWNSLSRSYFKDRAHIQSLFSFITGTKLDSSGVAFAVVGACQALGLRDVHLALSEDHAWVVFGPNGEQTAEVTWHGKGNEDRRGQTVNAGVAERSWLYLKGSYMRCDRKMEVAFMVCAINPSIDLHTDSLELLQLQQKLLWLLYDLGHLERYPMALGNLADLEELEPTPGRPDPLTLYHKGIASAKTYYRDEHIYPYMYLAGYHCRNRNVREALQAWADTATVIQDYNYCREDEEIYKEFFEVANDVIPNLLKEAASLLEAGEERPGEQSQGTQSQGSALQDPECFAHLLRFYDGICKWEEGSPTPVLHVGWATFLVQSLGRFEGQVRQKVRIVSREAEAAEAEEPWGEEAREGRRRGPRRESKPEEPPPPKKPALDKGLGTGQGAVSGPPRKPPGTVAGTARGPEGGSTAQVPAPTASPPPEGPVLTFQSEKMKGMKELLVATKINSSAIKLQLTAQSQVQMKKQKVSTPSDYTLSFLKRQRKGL
# FLuc modulator = counter-screen for miR-21 project: firefly luciferase inhibitors or activators; purified FLuc, Km substrates, luminescence inhibition; Potency, µM (top dose mostly 57.5 µM), inactives show at the top dose activity change, negative = inhibition, hits mostly inhibitors; 360,000 tested, 6.9% active; AID 588342; P08659;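 also: potency is read from the fitted curve at half-maximal effect; plate controls were vehicle for no effect and reference inhibitor for full effect; nearly all actives have a fitted effect of over 55% in size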
#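 Purified P. pyralis luciferase (10nM final) with 10uM D-luciferin and 10uM ATP (Km levels) in 50mM Tris acetate pH 7.5, 10mM Mg acetate, 0.01% Tween-20, 0.05% BSA; qHTS 6-point titration, ~60 µM downward; luminescence read.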
# Mito fusion yeast = inhibitors of mitochondrial division or activators of mitochondrial fusion | S. cerevisiae fusion-defective mutant growth rescue, CellTiterGlo 48 h | Potency, µM (doses to about 46.1 µM), for inactives: at the highest dose growth rescue (activation), usual class: activators | 320,000 tested, 0.23% active | AID 485298;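 also: potency is read from the fitted curve at half-maximal effect; % of control where 0% means no effect; nearly all actives have a fitted effect of over 45% in size; temperature-sensitive fusion mutants such as fzo1-1 at 37 °C on non-fermentable ethanol glycerol medium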
#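 Temperature-sensitive fusion-defective S. cerevisiae (e.g. fzo1-1, mgm1-5) were grown with compound in YPEG medium (3% ethanol, 3% glycerol) for 48 hours at 37C. Growth rescue was measured as viability by CellTiterGlo luminescence after 10 minutes at ambient.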
# KCNH2 3.1 block = KCNH2 3.1 (human) potassium channel inhibition | activity change, % (tested at about 1.8 µM) | 340,000 tested, 0.95% active | AID 720553 | U2OS KCNH2 3.1, thallium flux FluxOr; stronger effect = lower value;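 active = maximum activity change below -70%; inconclusive = maximum activity change from -70% to -50%; inactive = maximum activity change above -50%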;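 also: thallium influx rate constant from kinetic fluorescence after stimulation buffer; % is scaled to controls: 0 for no effect and ±100 for the full control effect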
#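 We transduce U2OS cells with the mutant 3.1 virus, culture them overnight, load FluxOr with Red40 quencher for 45 min, then add stimulation buffer and read kinetically for 2 min to derive a normalized rate constant.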
# Numbers without * were called inactive; ? = inconclusive; . = not tested or not shown; [ ] = another dose, or the depositor's remark. Unless noted, calls follow the shape of the dose curve; as a rule, active = well fitted curve in the direction sought with a large enough effect; inconclusive = small, poorly fitted or top-dose-only effect, or another doubt; inactive = no such curve, though single readings can be large; an effect the other way counts as inactive or inconclusive.
# Values run as follows: ELG1 repair inh, NPC1 promoter act, Rab9 promoter act, Menin MLL FP TR, FLuc modulator, Mito fusion yeast, KCNH2 3.1 block
- C=C(C)C(Cc1c(OC)ccc(C(=O)/C=C/c2ccc(O)cc2)c1O)OO (stereo not given)
→ -25.9%, ., ., ., ., ., -0.9
- C[C@]12CC[C@@H](O)CC1=CCC1C2CC[C@]2(C)C(=O)[C@H](F)CC12 (stereo not given in full)
→ 0.8%, ., ., ., ., ., 5.4
- C[C@]12CC[C@H](N)CC1=CCC1C2CC[C@@]2(C)C1CC[C@@H]2O (stereo not given in full)
→ 16.4µM*, ., ., ., ., ., -10.1
- CC(=O)[C@@]1(O)CCC2C3CC=C4C[C@@H](O)CC[C@]4(C)C3CC[C@@]21C (stereo not given in full)
→ 7.8%, ., ., ., ., ., -7.8
- C[C@]12CCC3C(CC[C@H]4C[C@@H](O)CC[C@]34C)C1C[C@@H](O)C2=O (stereo not given in full)
→ ?, ., ., ., ., ., -16.4
- C=CCC1([C@@H](C)CCC)C(=O)NC(=O)NC1=O
→ 0.4%, ., ., ., ., ., 16.9
- COC(=O)C1C(O)CC2CCC1N2C (stereo not given)
→ 24.3%, ., ., ., ., ., -5.2
- C[C@H]1COC(=O)[C@@H](Cc2ccc(F)cc2)CC/C=C/C[C@@H](CC(=O)N(CCO)Cc2ccccc2)C(=O)N1
→ ?, ., ., ., ., ., 2.4
- C[C@]12CCC3C(C(=O)C[C@H]4C[C@@H](O)CC[C@]34C)C1CCC2=O (stereo not given in full)
→ -6.3%, ., ., ., ., ., -8.3
- C[C@]12CC[C@H](O)CC1=CCC1C2CC[C@@]2(C)C1CC[C@@H]2OCc1ccccc1 (stereo not given in full)
→ 19.2%, ., ., ., ., ., 0.0
- Cc1cc(=O)oc2cc(OCC(=O)N3CCN(Cc4ccccc4)CC3)ccc12
→ -11.6%, ., ., ., ., ., 3.1
- COc1ccccc1NC(=O)COC(=O)c1cc(C)n(C2CC2)c1C
→ 1.3%, ., ., ., ., ., -19.7
- CC(=O)O[C@@H]1CC[C@]2(C)C3CC[C@]4(C)C(=O)[C@H](O)CC4C3[C@@H](OC(C)=O)C[C@H]2C1 (stereo not given in full)
→ -12.2%, ., ., ., ., ., 5.0
- CC(C)(C)C(=O)O[C@H]1CC[C@@]2(C)C(=CC(=O)C3C2CC[C@]2(C)C(=O)[C@H](O)CC32)C1 (stereo not given in full)
→ -0.9%, ., ., ., ., ., 23.4
- CN(Cc1ccccc1)C(=O)c1ccc(NC(=O)C2CCN(C(=O)OC(C)(C)C)CC2)cc1
→ 10.3µM*, ., ., ., ., ., -5.2
- CC(C)(C)C(=O)O[C@H]1CC[C@@]2(C)C(=CC(=O)C3C2CC[C@]2(C)C(=O)[C@@H](F)CC32)C1 (stereo not given in full)
→ ?, ., ., ., ., ., -1.4
- C=CCN1CC[C@]23c4c5ccc(O)c4OC2[C@H](O)CC[C@@]3(O)[C@H]1C5 (stereo not given in full)
→ 14.4%, ., ., ., ., ., -1.6
- CN(CCc1ccccc1)C(=O)c1ccc(NC(=O)Cc2cccc([N+](=O)[O-])c2)cc1
→ ?, ., ., ., ., ., 12.0
- CC(C)(C)OC(=O)NCc1ccc(CNC(=O)c2nc[nH]c2C(=O)NCc2ccc(CNC(=O)OC(C)(C)C)cc2)cc1
→ 2.91µM*, ., ., ., ., ., 1.3
- C[C@]12CC[C@H](O)CC1=CC(=O)C1C2CC[C@]2(C)C(=O)CCC12 (stereo not given in full)
→ -0.7%, ., ., ., ., ., 1.5
- C[C@]12CCC(=O)C=C1C=CC1C2CC[C@]2(C)C(=O)CCC12 (stereo not given in full)
→ 12.0%, ., ., ., ., ., 0.0
- COc1cc(OC)cc(-c2sc3ccc(OC)cc3c2-c2ccc(OCCN3CCOCC3)cc2)c1
→ 6.51µM*, ., ., ., ., ., -14.8
- C[C@H]1COC(=O)[C@H](Cc2ccc(F)cc2)CC/C=C/C[C@@H](CC(=O)N(CCO)Cc2ccccc2)C(=O)N1
→ ?, ., ., ., ., ., 2.2
- O=C1NCCOC(=O)[C@@H](Cc2ccc(F)cc2)CC/C=C/C[C@H]1CC(=O)N(CCO)Cc1ccccc1
→ ?, ., ., ., ., ., 5.6
- Cc1cccc(C)c1NC(=O)CN1CCCC1=O
→ ., 1.3%[46.1 µM], -1.6%[46.1 µM], ., ., -3.3%, .
- N#CCCN
→ ., 6.0%[46.1 µM], 0.0%[46.1 µM], ., ., -3.4%, .
- CCCn1c(C)c(C(=O)c2ccc3ccccc3c2)c2ccccc21
→ ., -9.9%[46.1 µM], -9.0%[46.1 µM], 0.4%, ., 13µM*, .
- Ic1ccccc1CNC1C2CCN(CC2)C1C(c1ccccc1)c1ccccc1 (stereo not given)
→ ., -40.0%[inhibitor][46.1 µM], -44.6%[inhibitor][46.1 µM], ?, ., -41.3%[inhibitor], .
- NC(CCCP(=O)(O)O)C(=O)O (stereo not given)
→ ., 15.7%[46.1 µM], 9.6%[46.1 µM], -14.0%, ., -31.0%[inhibitor], .
- CC(N)c1cccc(Cl)c1Cl (stereo not given)
→ ., 1.6%[46.1 µM], -3.6%[46.1 µM], 0.6%, ., -36.3%[inhibitor], .

# A different layout for part of the listing above:
SMILES,ELG1 repair inh,NPC1 promoter act,Rab9 promoter act,Menin MLL FP TR,FLuc modulator,Mito fusion yeast,KCNH2 3.1 block
C[C@]12CC[C@H](O)CC1=CC(=O)C1C2CC[C@]2(C)C(=O)CCC12 (stereo not given in full),-0.7%,.,.,.,.,.,1.5
C[C@]12CCC(=O)C=C1C=CC1C2CC[C@]2(C)C(=O)CCC12 (stereo not given in full),12.0%,.,.,.,.,.,0.0
COc1cc(OC)cc(-c2sc3ccc(OC)cc3c2-c2ccc(OCCN3CCOCC3)cc2)c1,6.51µM*,.,.,.,.,.,-14.8
C[C@H]1COC(=O)[C@H](Cc2ccc(F)cc2)CC/C=C/C[C@@H](CC(=O)N(CCO)Cc2ccccc2)C(=O)N1,?,.,.,.,.,.,2.2
O=C1NCCOC(=O)[C@@H](Cc2ccc(F)cc2)CC/C=C/C[C@H]1CC(=O)N(CCO)Cc1ccccc1,?,.,.,.,.,.,5.6
Cc1cccc(C)c1NC(=O)CN1CCCC1=O,.,1.3%[46.1 µM],-1.6%[46.1 µM],.,.,-3.3%,.
N#CCCN,.,6.0%[46.1 µM],0.0%[46.1 µM],.,.,-3.4%,.
CCCn1c(C)c(C(=O)c2ccc3ccccc3c2)c2ccccc21,.,-9.9%[46.1 µM],-9.0%[46.1 µM],0.4%,.,13µM*,.
Ic1ccccc1CNC1C2CCN(CC2)C1C(c1ccccc1)c1ccccc1 (stereo not given),.,-40.0%[inhibitor][46.1 µM],-44.6%[inhibitor][46.1 µM],?,.,-41.3%[inhibitor],.
NC(CCCP(=O)(O)O)C(=O)O (stereo not given),.,15.7%[46.1 µM],9.6%[46.1 µM],-14.0%,.,-31.0%[inhibitor],.
CC(N)c1cccc(Cl)c1Cl (stereo not given),.,1.6%[46.1 µM],-3.6%[46.1 µM],0.6%,.,-36.3%[inhibitor],.

# (next part)
# Values run as follows: ELG1 repair inh, NPC1 promoter act, Rab9 promoter act, Menin MLL FP TR, FLuc modulator, Mito fusion yeast, KCNH2 3.1 block
- C[C@]12CCC3C(CC[C@H]4C[C@H](O)CC[C@]34C)C1CC[C@@H]2C(=O)CO (stereo not given in full)
→ ., -1.0%[46.1 µM], -11.0%[46.1 µM], 2.0%, ., 18.4µM*, .
- C=CCN1CC[C@]23c4c5ccc(O)c4O[C@@H]2/C(=N/N=C2\CC[C@@]4(O)C6Cc7ccc(O)c8c7[C@@]4(CCN6CC=C)[C@@H]2O8)CC[C@@]3(O)C1C5
→ ., -34.2%[inhibitor][46.1 µM], -40.0%[inhibitor][46.1 µM], ?, ., ?, .
- NC(=O)c1ccc(OCC(O)CN2CC=C(c3ccc(F)cc3)CC2)cc1 (stereo not given)
→ ., 1.8%[46.1 µM], -7.4%[46.1 µM], -6.4%, ., 26.5%, .
- CCN(CC)c1ncnc2c1ncn2[C@@H]1O[C@H](COP(=O)(O)OP(=O)(O)C(Br)(Br)P(=O)(O)O)[C@@H](O)[C@H]1O
→ ., 2.1%[46.1 µM], -0.2%[46.1 µM], -0.9%, ., 3.8%, .
- Oc1ccc2c3c1O[C@H]1c4oc5ccccc5c4C[C@@]4(O)C(C2)N(CC2CC2)CCC314 (stereo not given in full)
→ ., 5.5%[46.1 µM], 5.8%[46.1 µM], 0.9%, ., ?, .
- Cc1o[nH]c(=O)c1CC(N)C(=O)O (stereo not given)
→ ., -0.2%[46.1 µM], 1.8%[46.1 µM], -4.8%, ., 13.9%, .
- C[C@H]1C2Cc3ccc(O)cc3[C@]1(C)CCN2CC1CC1
→ ., 4.2%[46.1 µM], 5.0%[46.1 µM], 0.6%, ., -16.6%, .
- Brc1ccc(-c2csc(N3CCCCC3)n2)cc1
→ ., 0.8%, 5.4%, ., 9.53µM*, 12.4%, .

# An excerpt; rates above refer to the full screens.
